SENP7 block – inhibitors of human SENP7 protease; Q9BQF6; AID 434973; inhibition, % at 5 µM; recombinant SENP7, Z-RLRGG-aminoluciferin luminescence, 40 min; 330,000 compounds, 1.5% hits;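 active = inhibition above about 50% at the single test dose, limit read from the data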;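 also: plate controls were DMSO with enzyme for no effect and no enzyme buffer wells for full effect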
Target sequence (Q9BQF6 706-1050 limits assumed): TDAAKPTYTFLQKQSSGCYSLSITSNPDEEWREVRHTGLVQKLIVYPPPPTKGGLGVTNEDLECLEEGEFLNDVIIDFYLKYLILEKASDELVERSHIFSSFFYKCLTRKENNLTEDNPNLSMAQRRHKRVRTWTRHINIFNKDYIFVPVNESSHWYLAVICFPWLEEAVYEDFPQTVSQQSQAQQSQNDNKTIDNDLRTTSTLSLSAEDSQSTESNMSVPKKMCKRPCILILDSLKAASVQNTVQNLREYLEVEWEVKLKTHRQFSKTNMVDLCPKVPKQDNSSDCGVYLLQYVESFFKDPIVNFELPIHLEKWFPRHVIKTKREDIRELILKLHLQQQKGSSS
Apaf-1 inh – human Apaf-1 inhibition. O14727. reconstituted apoptosome caspase-3 activity, DEVD-Rh110 fluorescence. inhibition, % at 20 µM. 330,000 compounds, 0.71% hits. AID 489030; active = inhibition of at least 40% at 20 µM;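 also: plate controls were DMSO wells for no effect and DEVD-CHO caspase inhibitor wells for full effect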
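System: Apoptosome proteins | Medium: Hepes pH 7.5 with detergent and BSA | Also added: Cytochrome c trigger plus (Z-DEVD)2-Rh110 caspase-3 substrate | Incubation: 30 min compound preincubation, 50 min activation, room temperature | Detection: Rhodamine 110 fluorescence at Ex 480/Em 540 nm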
SENP8 block-1 – blocks human SENP8 cleavage of Nedd8 substrate | Q96LD8 | recombinant SENP8, Nedd8 substrate fluorescence | inhibition, % at 20 µM | 360,000 compounds, 0.64% hits | AID 602440; in the data active = inhibition mostly above about 40%, no sharp cut-off; inactive = mostly below about 27%
Target sequence (Q96LD8 whole entry, looked up): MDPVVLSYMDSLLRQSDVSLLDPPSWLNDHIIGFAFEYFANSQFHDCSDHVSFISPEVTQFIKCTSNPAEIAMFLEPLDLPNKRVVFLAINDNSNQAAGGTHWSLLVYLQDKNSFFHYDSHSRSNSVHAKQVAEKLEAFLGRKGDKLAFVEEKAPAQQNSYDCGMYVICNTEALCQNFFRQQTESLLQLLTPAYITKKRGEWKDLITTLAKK
APOBEC3G inh – inhibitors of human APOBEC3G DNA deaminase | Q9HC16 | recombinant A3G, ssDNA deamination FAM/TAMRA fluorescence | inhibition, % at 20 µM | 330,000 compounds, 0.28% hits | AID 493012;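 active = inhibition of at least 40% at 20 µM, with no more than 30% in the related APOBEC3A deaminase screen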;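 also: plate controls were DMSO wells with A3G for no effect and wells lacking A3G enzyme for full effect; some compounds called inactive have numbers as strong as hits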
SENP1 inh – inhibitors of human SENP1 SUMO protease catalytic domain; AID 624204; recombinant SENP1 catalytic domain, CyPet-SUMO1-YPet FRET cleavage; inhibition, % at 10 µM; 360,000 compounds, 0.21% hits;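 active = inhibition at least 30% at 10 µM, raw YFP signal under a set limit, fluorescence ratio 0.5 to 1.5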;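 also: 0% = enzyme with DMSO and 100% = no enzyme wells; some results filed as inactive read as strong as hits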
Target sequence (Q9P0U3 419-644 limits assumed): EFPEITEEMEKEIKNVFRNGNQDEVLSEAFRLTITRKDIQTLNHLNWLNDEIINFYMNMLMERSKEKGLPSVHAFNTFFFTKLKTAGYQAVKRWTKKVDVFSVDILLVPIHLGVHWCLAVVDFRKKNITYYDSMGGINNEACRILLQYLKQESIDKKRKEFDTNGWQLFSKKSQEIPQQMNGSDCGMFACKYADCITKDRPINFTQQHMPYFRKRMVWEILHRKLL
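Material: hSENP1 catalytic domain, recombinant; medium: Tris pH 8 with BME, BSA, NP40 and catalase; compound: single concentration of 10 µM compound, 0.5% DMSO final; technique: FRET read of cyan and yellow fluorescence; timing: 50 min enzyme reaction, room temperature, light-protected; reagent: SFCypet-SUMO1-SFYpet substrate at 25 nM; control set: no-enzyme low, enzyme-DMSO high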
UBC13 inh – human UBC13 polyubiquitination inhibition; P61088; UBC13 polyubiquitin chain formation, TR-FRET; inhibition, % at 20 µM; 330,000 compounds, 0.47% hits; AID 485273; in the data active = inhibition above about 45%, passing the limit was not always enough
Target sequence (P61088 whole entry, looked up): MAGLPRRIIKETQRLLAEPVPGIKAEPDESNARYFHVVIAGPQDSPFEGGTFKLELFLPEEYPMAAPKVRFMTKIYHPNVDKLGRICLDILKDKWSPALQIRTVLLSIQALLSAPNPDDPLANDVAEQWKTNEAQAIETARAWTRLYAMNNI
SENP6 block – blocks the human protease SENP6; Recombinant SENP6 catalytic domain, aminoluciferin luminescence; inhibition, % at 10 µM; 330,000 compounds, 1.8% hits;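 active = inhibition above about 50% at the single tested dose, limit read from the data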;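 also: plate controls were DMSO wells with enzyme for no effect and DMSO wells lacking enzyme for full effect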
SENP8 block-2 – inhibitors of human SENP8 protease; Q96LD8; purified SENP8, Z-RLRGG-aminoluciferin cleavage, luminescence; inhibition, % at 10 µM; 330,000 compounds, 1.2% hits; AID 2540; in the data active = inhibition above about 50%
The depositor's hits bear a star.

SMILES | SENP7 block | Apaf-1 inh | SENP8 block-1 | APOBEC3G inh | SENP1 inh | UBC13 inh | SENP6 block | SENP8 block-2
Cc1nonc1C(=O)N/N=C/c1ccc(O)cc1 | 99* | 3 | 18 | -9 | 0 | -7 | 99* | 97*
COc1cc(/C=C2\N=C(c3ccccc3)OC2=O)ccc1OCc1c(C)no[n+]1[O-] | 4 | 10 | -148 | 5 | -67 | 1 | -6 | 2
O=C(NCc1ccccc1)c1nc(-c2cccs2)no1 | -6 | -3 | 10 | 2 | 2 | -8 | 1 | -12
O=C(O)COc1ccc(C(NC(=O)c2c(F)cccc2F)NC(=O)c2c(F)cccc2F)cc1 | -6 | 9 | 17 | -5 | 1 | -5 | -3 | -9
CCN1CCN(CCC2Oc3cc([N+](=O)[O-])ccc3NC2=O)CC1 (stereo not drawn) | -15 | 5 | -12 | -2 | -47 | -16 | -2 | -15
Nc1cccc(-n2nnnc2CN2CCOCC2)c1 | 2 | 12 | 10 | 0 | 2 | 4 | 5 | -6
Cc1cc(/C=N\NC(=O)c2cccs2)c(C)n1-c1ccc2ncccc2c1 | -5 | 21 | -93 | -3 | -7 | -8 | 32 | 7
Cc1cc(C)c(NC(=O)C2CCCN(S(=O)(=O)c3c(C)noc3/C=C/N(C)C)C2)c(C)c1 (stereo not drawn) | 1 | 2 | 18 | -4 | 1 | -18 | 19 | 2
CCCc1nc(SCC(=O)NC2CCCC2)c2ccccc2n1 | 1 | -1 | 8 | -4 | -1 | 12 | -7 | 4
CCOc1ccc(NC(=O)CN(C)C(=O)c2ccc(N3CCCC3)c([N+](=O)[O-])c2)cc1OCC | -12 | 18 | 18 | -9 | 0 | -30 | -3 | -5
COc1ccccc1NC(=O)C1=C(C)Nc2ncnn2C1c1ccc(C)o1 (stereo not drawn) | 4 | -10 | 2 | -5 | 8 | 6 | -19 | 0
COc1cc(N=Cc2c(CO)cnc(C)c2O)cc(OC)c1OC | -7 | -18 | -414 | -8 | 3 | 4 | 13 | -7
CCCCCCC(=O)Nc1nnc(CC)s1 | 2 | 6 | 13 | -8 | 2 | 6 | -1 | -2
CCCN(CCC)C(=O)C[n+]1cccc(/C=N/O)c1 | -2 | -2 | 1 | -8 | 1 | 2 | 8 | 3
COc1ccc(-c2csc(NC(=O)c3c(C)noc3C)n2)cc1 | -4 | -14 | -18 | -8 | -4 | 3 | -3 | 7
C=CCOc1c(Br)cc(/C=N\n2nnnc2N)cc1OC | 9 | 3 | -10 | -3 | -3 | 4 | -11 | 1
COc1ccc(-n2c(C)nc3c(cnn3-c3ccc(C)cc3)c2=O)cc1 | 5 | 0 | -1 | -3 | -3 | 3 | 29 | 6
CCOC(=O)CN(C(=O)CSc1nnc2c(n1)[nH]c1ccccc12)c1ccccc1 | 0 | 15 | -3 | -5 | 1 | -24 | -19 | -6
CCOC(=O)N1CCN(S(=O)(=O)c2ccc(OCC)cc2)CC1 | -4 | -13 | 20 | -4 | 1 | 9 | -7 | -1
CC(OC(=O)c1cccc(S(=O)(=O)N2CCOCC2)c1)C(=O)NC1CCCCC1C (stereo not drawn) | -1 | 11 | 7 | 2 | 2 | -12 | 4 | -9
O=C(Nc1ccc(F)cc1)Nc1cc(OCC(F)(F)F)cc(OCC(F)(F)F)c1 | 3 | -5 | 11 | -3 | 0 | -2 | -3 | -2
CCN(CC(=O)NCc1cccs1)C(=O)c1cccc(S(=O)(=O)N2CC(C)OC(C)C2)c1 (stereo not drawn) | -7 | -7 | 4 | -1 | -1 | -15 | 0 | -2
O=C1CC2(CCN(C(=O)c3cccc([N+](=O)[O-])c3)CC2)Oc2ccccc21 | 4 | 10 | -63 | -1 | 0 | -7 | 2 | 7
CC(C)[C@H]1CN=C2N(CCNC(=O)CCC3CCCCC3)[C@H](Cc3ccc(O)cc3)CN21 | 0 | 5 | 17 | -1 | 0 | 31 | -15 | 2
CCn1c(CC(=O)Nc2ccccc2F)nnc1SCC(=O)NC1CCCC1 | -2 | 0 | 10 | -6 | 0 | 7 | -15 | 2
O=C(O)CCCC(=O)Nc1ccc(C(=O)NCc2cccnc2)cc1 | 3 | 0 | 22 | 3 | -1 | 4 | 8 | 3
O=C(NC12CC3CC(CC(C3)C1)C2)C1CC(=O)N(c2ccccc2)C1 (stereo not drawn) | 5 | 3 | 19 | -3 | 1 | -2 | -12 | 2
CCCCCCSC1=C(C#N)C(c2ccc(C)o2)CC(=O)N1 (stereo not drawn) | -9 | -4 | -12 | -8 | -4 | 1 | 0 | 2
Nc1ccccc1N1CCN(C(=O)c2ccccc2)CC1 | 5 | 6 | 12 | -1 | 2 | 9 | 14 | 0
Cc1nn(CC(=O)Nc2ccc3c(c2)nc(CCN2CCCCC2)n3C)c(=O)c2ccccc12 | 6 | -11 | -20 | -5 | -1 | 10 | -6 | -4
COc1ccc(/C(C)=N/N=C(N)N)c(O)c1 | 5 | -18 | 18 | -8 | 3 | 0 | -7 | 1
O=C(Oc1ccc2c(c1)O/C(=C\c1ccncc1)C2=O)c1ccccc1 | -4 | 25 | -14 | -5 | -21 | -48 | 12 | -11
COc1ccc(C(=O)NNC(=O)c2ccccc2[N+](=O)[O-])cc1[N+](=O)[O-] | 3 | 8 | 15 | -3 | 4 | 3 | -8 | 1
CC(=O)Nc1ccc(NC(=O)COC(=O)c2c3c(nc4ccccc24)CCN(Cc2ccccc2)C3)cc1 | -1 | 5 | -306 | -7 | -14 | 7 | 5 | -7
CCc1ccc(-c2cc(C)no2)cc1S(=O)(=O)Nc1ccccn1 | -6 | -1 | -317 | 5 | 0 | -4 | 3 | 1
Cc1ccccc1OCCC(=O)OCC(=O)NC1CC1 | 0 | 2 | 6 | -11 | 3 | 9 | -2 | 0
Cc1cccc(-c2cc3nc(C)cc(NCCCN(C)C)n3n2)c1 | -2 | -9 | -177 | -3 | -120 | 15 | 6 | -4
COc1cc(OC)cc(-c2nc3ccccc3c(=O)n2NC(=O)c2cccnc2Cl)c1 | 0 | 2 | 5 | -5 | 3 | 2 | 20 | 0
CC(=O)Nc1cccc(Cl)c1C(=O)O | 3 | -4 | 23 | -8 | -3 | -1 | -3 | -2
COc1ccc(/C=C/C(=O)N2CCN(S(=O)(=O)c3ccccc3Br)CC2)cc1OC | -12 | 8 | -154 | -6 | -2 | -3 | -6 | -15
COc1ccc(C(=O)COC(=O)c2cc(S(=O)(=O)NCc3ccccc3)ccc2O)cc1 | 3 | 10 | -10 | 14 | -4 | 7 | -17 | 5
COc1ccc(C(=O)n2cnc(N)n2)cc1 | -9 | 8 | 1 | -10 | 5 | 1 | -12 | -21
CC(=O)OC(C)(C)/C=C/C(=O)[C@](C)(O)C1[C@H](O)C[C@@]2(C)C3CC=C4C(C=C(O[C@@H]5O[C@H](CO)[C@@H](O)[C@H](O)[C@H]5O)C(=O)C4(C)C)[C@]3(C)C(=O)C[C@]12C (stereo partly drawn) | -12 | 10 | 18 | -9 | 0 | -10 | 2 | -9
CCCCC(=O)NCc1ccc(F)cc1 | -3 | -1 | -1 | 1 | 2 | 3 | -8 | 1
CC1CN(c2oc(Cc3cccc4ccccc34)nc2C#N)CC(C)O1 (stereo not drawn) | -1 | 11 | 14 | 4 | -1 | -4 | -1 | -6
O=C(NCc1cccnc1)C1CC(=O)N(c2ccc(Cl)cc2)C1 (stereo not drawn) | 7 | 1 | 17 | -3 | 1 | 4 | 4 | -2
CC(NC(=O)CNC(=O)c1sc2ccccc2c1Cl)c1cccnc1 (stereo not drawn) | -12 | 14 | 12 | -2 | 1 | 2 | -22 | -10
O=C1CC(N(CCc2ccccc2)C(=S)Nc2ccccc2)C(=O)N1c1ccccc1 (stereo not drawn) | 5 | 0 | 14 | -2 | 2 | 5 | 4 | 10
Cc1cc(C)cc(NC(=O)CCN2CCCC2)c1 | 1 | 0 | 15 | -18 | -2 | 9 | -21 | 2
COC(=O)Nc1ccc(S(=O)(=O)N2CCCC(C(=O)N3CC(C)OC(C)C3)C2)cc1 (stereo not drawn) | -1 | 3 | 10 | -2 | 1 | 4 | -8 | 0

Of the compounds above, 4 have fluorine:
SMILES | SENP7 block | Apaf-1 inh | SENP8 block-1 | APOBEC3G inh | SENP1 inh | UBC13 inh | SENP6 block | SENP8 block-2
O=C(O)COc1ccc(C(NC(=O)c2c(F)cccc2F)NC(=O)c2c(F)cccc2F)cc1 | -6 | 9 | 17 | -5 | 1 | -5 | -3 | -9
O=C(Nc1ccc(F)cc1)Nc1cc(OCC(F)(F)F)cc(OCC(F)(F)F)c1 | 3 | -5 | 11 | -3 | 0 | -2 | -3 | -2
CCn1c(CC(=O)Nc2ccccc2F)nnc1SCC(=O)NC1CCCC1 | -2 | 0 | 10 | -6 | 0 | 7 | -15 | 2
CCCCC(=O)NCc1ccc(F)cc1 | -3 | -1 | -1 | 1 | 2 | 3 | -8 | 1

The results go on.
SMILES | SENP7 block | Apaf-1 inh | SENP8 block-1 | APOBEC3G inh | SENP1 inh | UBC13 inh | SENP6 block | SENP8 block-2
COc1ccc(N2CCOCC2)c(NC(=O)c2cccs2)c1 | 10 | 5 | 6 | -10 | 1 | -3 | -17 | -2
O=C(Nc1nccs1)c1cc(-c2ccccc2)nn1-c1ccccc1 | 1 | 0 | -62 | 1 | -1 | 7 | 7 | -5
CN(C(=O)COC(=O)c1cnc(Cl)c(Cl)c1)C1CCS(=O)(=O)C1 (stereo not drawn) | -1 | -6 | 12 | -4 | 1 | -3 | -20 | -8
COCCN1CCN(C(=O)c2ccc3nc(Cc4ccc(OC)c(OC)c4)oc3c2)CC1 | -9 | 12 | 5 | -3 | 3 | -9 | -14 | -4
COc1ccc2oc(C(=O)OCC(=O)NCCN3C(=O)CSC3=O)c(C)c2c1 | 6 | 2 | -374 | -2 | -17 | 14 | 10 | 5
Cc1c(C(=O)NCc2ccccn2)oc2ccc(S(=O)(=O)N3CCOCC3)cc12 | -11 | -2 | 7 | -1 | -2 | -15 | 8 | -10
Cc1ccc(S(=O)(=O)Nc2ncnc3sc(C)c(C)c23)cc1 | 1 | -5 | -27 | 1 | -30 | -9 | 11 | 11
CC(CCc1ccccc1)NC(=O)COC(=O)c1ccccc1O (stereo not drawn) | -1 | -20 | 2 | -6 | 2 | 19 | 1 | -3
COc1cc(-c2cc(=O)c3c(O)c(OC)c(OC)c(O)c3o2)ccc1O | 8 | 12 | 20 | 9 | -6 | 8 | -2 | 1
CCOc1ccc(NC(=O)CN(C)C(=O)c2cc(C)nc3ccccc23)cc1OCC | -1 | -4 | -1 | -8 | 0 | -4 | -21 | -4
CCOC(=O)c1cnc2c(ccc3ccccc32)c1N | 30 | -4 | -357 | -2 | 3 | -7 | -6 | -15
COc1ccc(OCC(=O)NCCCCCCNC(=O)COc2ccc(OC)cc2)cc1 | 2 | -17 | -4 | -6 | 2 | 15 | -9 | -1
N#CCc1nc(-c2cc3ccccc3oc2=O)cs1 | 3 | -2 | -402 | -6 | -23 | 4 | 4 | -3
Cc1ccc(S(=O)(=O)N2CCN(c3nc(C(C)C)c4c(c3C#N)CC(C)(C)OC4)CC2)cc1 | -4 | 15 | -257 | 3 | -9 | 14 | -1 | 5
O=C(Nc1ccccc1)Nc1nc2ccccc2s1 | 66* | -3 | 18 | -2 | 3 | -8 | -27 | 6
C/C(=N\NC(=O)c1ccc(CN2CCOCC2)cc1)c1cccc([N+](=O)[O-])c1 | 15 | -2 | 13 | 2 | -1 | 1 | -5 | -1

Reprinted at random: 2 entries already listed
SMILES | SENP7 block | Apaf-1 inh | SENP8 block-1 | APOBEC3G inh | SENP1 inh | UBC13 inh | SENP6 block | SENP8 block-2
O=C(O)CCCC(=O)Nc1ccc(C(=O)NCc2cccnc2)cc1 | 3 | 0 | 22 | 3 | -1 | 4 | 8 | 3
COc1ccc(C(=O)NNC(=O)c2ccccc2[N+](=O)[O-])cc1[N+](=O)[O-] | 3 | 8 | 15 | -3 | 4 | 3 | -8 | 1
